NCOA1 inh = SRC1 coactivator transcriptional activity inhibitors, primary screen, cell-based, luminescence. Nuclear receptor coactivator 1 (Homo sapiens), Q15788. HEK293 GAL4-SRC1 luciferase reporter. inhibition, % at 3.6 µM. 360,000 tested, 0.12% active;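 active means inhibition above the campaign mean plus 3 SD, with each screening campaign given its own cutoff, cut at about 60% in these data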;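 further: 0% = DMSO treated cells and 100% = gossypol at 36 µM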
MC4R ag barr = MC4R agonists recruiting beta-arrestin, primary screen, cell-based, luminescence, agonist arm of biased-ligand search. Melanocortin receptor 4 (Homo sapiens), P32245. U2OS MC4R beta-arrestin complementation; percent of melanotan II response, DMSO zero. activation, % at 8.9 µM. 360,000 tested, 0.98% active. AID 540308, 2011;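 active means activation above a per-plate cutoff, the mean activation of sample wells on that plate plus 3 SD, cut at about 8% in these data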
MC4R antagonist = MC4R antagonists of cAMP signaling, primary screen, cell-based, TR-FRET, antagonist arm of biased-ligand search; Melanocortin receptor 4 (Homo sapiens), P32245; MC4R-expressing cells, MTII-stimulated cAMP, LANCE TR-FRET; inhibition, % at 6.5 µM; 360,000 tested, 0.48% active; AID 540295, 2011;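 active means inhibition above its plate's cutoff, the mean of tested wells on that plate plus 3 SD, cut at about 29% in these data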;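 further: 0% = Melanotan II alone and 100% = Melanotan II plus saturating MCL0020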
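Material: human MC4R-expressing U2OS cells. Probe or stimulus: Melanotan II challenge. Dosing: 6.5 µM single dose. Times: 30-min compound, 1-h challenge, 1-h detection, room temperature. Technique: TR-FRET with Eu-cAMP and labeled anti-cAMP, 671 nm. Replication: singlicate.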
ABHD5 PLIN5 PPI = ABHD5-PLIN5 interaction inhibitors, primary screen, cell lysate, split luciferase complementation, luminescence; Split G. princeps luciferase complementation, 4 h; inhibition, % at 4 µM; 360,000 tested, 0.78% active; AID 602281, 2012;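 active means inhibition above the mean inhibition across every tested compound plus 3 SD, cut at about 22% in these data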;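 further: 0% = DMSO only wells and the 100% control is not disclosed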
Target sequence (Q00G26 whole entry, looked up): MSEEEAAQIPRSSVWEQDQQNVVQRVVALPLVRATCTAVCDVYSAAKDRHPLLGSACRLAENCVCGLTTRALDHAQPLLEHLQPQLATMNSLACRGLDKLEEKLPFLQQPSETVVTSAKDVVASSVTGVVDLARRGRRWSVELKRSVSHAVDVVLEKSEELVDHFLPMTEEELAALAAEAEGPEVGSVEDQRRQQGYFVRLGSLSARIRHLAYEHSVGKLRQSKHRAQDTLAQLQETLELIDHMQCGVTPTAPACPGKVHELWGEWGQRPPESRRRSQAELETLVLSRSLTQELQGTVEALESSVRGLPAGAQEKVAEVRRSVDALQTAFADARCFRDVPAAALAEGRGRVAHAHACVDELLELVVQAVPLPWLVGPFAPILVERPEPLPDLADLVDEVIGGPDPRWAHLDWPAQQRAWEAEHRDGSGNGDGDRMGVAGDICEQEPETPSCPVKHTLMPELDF
Target sequence (Q8WTS1 whole entry, looked up): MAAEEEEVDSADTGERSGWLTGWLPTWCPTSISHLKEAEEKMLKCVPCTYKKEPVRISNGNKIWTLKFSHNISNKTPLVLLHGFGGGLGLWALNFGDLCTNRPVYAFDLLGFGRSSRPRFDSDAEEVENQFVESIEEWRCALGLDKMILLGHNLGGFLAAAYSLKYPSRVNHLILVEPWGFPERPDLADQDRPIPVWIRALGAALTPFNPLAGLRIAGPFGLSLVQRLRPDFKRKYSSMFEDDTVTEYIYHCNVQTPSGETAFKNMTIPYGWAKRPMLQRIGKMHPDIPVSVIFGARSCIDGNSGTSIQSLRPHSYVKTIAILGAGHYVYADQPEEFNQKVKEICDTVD
TLR9-MyD88 block = inhibitors of TLR9-MyD88 association in cells, primary screen, cell-based, CHO, BLA complementation, fluorescence; Toll-like receptor 9 (Homo sapiens) + Myeloid differentiation primary response protein …; 340,000 tested, 0.21% active; inhibition, % at 4.98 µM; CCF4 FRET ratio;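 active means inhibition above the mean over all tested compounds plus 3 SD, cut at about 21% in these data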;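 further: 0% = DMSO only wells and 100% = clavulanate BLA inhibitor control wells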
EBV LMP1 NFkB = EBV LMP1-driven NF-kappaB luciferase reporter inhibitors, primary screen, cell-based, luminescence, single point; LMP1-induced NF-kappaB luciferase reporter cells; inhibition, % at 12.5 µM; 350,000 tested, 0.69% active; AID 504558, 2011; in the data active means inhibition above about 41%;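 further: 0% = neutral control wells and 100% = reference inhibitor control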
SRC3 inh = SRC3 coactivator transcriptional activity inhibitors, primary screen, cell-based, luminescence; HEK293 GAL4-SRC3 luciferase reporter; inhibition, % at 3.6 µM; 360,000 tested, 0.17% active;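 active means inhibition above a per-campaign cutoff, the mean of all compounds plus 3 SD, cut at about 60% in these data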;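 further: 0% = DMSO-treated cells and 100% = gossypol-treated cells at 36 µM; higher means less SRC3-driven luciferase light from the GAL4 reporter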
LRH-1 inv ag = LRH-1 (NR5A2) inverse agonists, primary screen, cell-based, luminescence, HEK293T, StAR-luciferase reporter. AID 602396, 2012. 360,000 tested, 0.13% active. inhibition, % at 3.6 µM. Nuclear receptor subfamily 5 group A member 2 (Homo sapiens), O00482. LRH-1 transfected, 24 h;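 active means inhibition above the mean inhibition of all tested compounds plus 3 SD, cut at about 73% in these data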;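 further: 0% = DMSO wells and 100% = reporter-only cells lacking LRH-1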
NR2F2 inh = NR2F2 transcriptional activity inhibitors, primary screen, cell-based, luciferase reporter, HEK293T, luminescence; AID 686940, 2013; inhibition, % at 8.6 µM; HEK293T NGFI-A luciferase reporter; COUP transcription factor 2 (Homo sapiens), P24468; 370,000 tested, 0.7% active;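 active means inhibition above a per-plate cutoff, mean inhibition of test wells between control levels plus 3 SD, cut at about 38% in these data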;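 further: cells cotransfected with COUP-TFII expression vector driving the NGFI-A reporter; 0% = median of COUP-TF2 test wells and 100% = reporter-only cells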
SRC2 inh = inhibition of GAL4-SRC2 driven luciferase reporter, primary screen, SRC2 inhibitor project, cell-based, luminescence | 370,000 tested, 0.17% active | inhibition, % at 9 µM | AID 651957, 2012 | HEK293 GAL4-SRC2 luciferase reporter;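 active means inhibition above the mean inhibition of all tested compounds plus 3 SD, set per campaign, cut at about 52% in these data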;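 further: 0% = DMSO treated cells and 100% = cells given Gossypol at 36 µM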
NOD2-RIPK2 inh = NOD2-RIPK2 binding disruptors in cells, primary screen, fluorescence, CHO cells, BLA complementation. CCF4 ratio. AID 624267, 2012. inhibition, % at 4.98 µM. Receptor-interacting serine/threonine-protein kinase 2 (Homo sapiens), O43353. 360,000 tested, 0.38% active; in the data active means inhibition above about 21%;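 further: 0% = vehicle only and 100% = reference blocker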
* = called active by the depositor; · = no result given. A portion of the library; count on the stated rates, not on these rows.

SMILES	NCOA1 inh	MC4R ag barr	MC4R antagonist	ABHD5 PLIN5 PPI	TLR9-MyD88 block	EBV LMP1 NFkB	SRC3 inh	LRH-1 inv ag	NR2F2 inh	SRC2 inh	NOD2-RIPK2 inh
COc1ccc(NC(=O)N(C)C[C@H]2Oc3ccc(NC(=O)Nc4ccc5c(c4)OCO5)cc3C(=O)N([C@H](C)CO)C[C@@H]2C)cc1	-3	-1.8	8	4	-2	-5	2	5	-5	-5	-4
COC(=O)NCCOc1cc(C)ccc1C	-1	-2.6	5	-6	-1	6	13	3	3	-9	1
CCn1c(N2CCC(Cc3ccccc3)CC2)nc2c1c(=O)[nH]c(=O)n2C	-8	-0.2	-5	3	7	0	8	9	1	33	-5
CCc1ccc(-n2c(SCC(=O)Nc3cc(C)[nH]n3)nc3[nH]ncc3c2=O)cc1	-2	1.4	5	-4	7	0	-4	-13	-5	-12	-6
Cc1ccccc1C(=O)NC1CCCN(Cc2ccccc2F)C1 (configuration not stated)	9	2.3	13	4	-3	4	0	8	3	11	8
Cc1ccc(N2CC(C(=O)Nc3nccs3)CC2=O)cc1Cl (configuration not stated)	-32	-0.2	18	-2	0	-17	0	-14	-23	18	8
Cn1cc(CNCc2ccccc2OCC(O)CN2CCc3ccccc3C2)cn1 (configuration not stated)	-49	-1.8	7	4	0	-10	8	18	13	-17	-4
Cc1cc(C(=O)N2CCN(Cc3ccccc3)CC2)on1	-1	-1.4	-6	0	-2	2	-3	-18	-5	1	0
O=C(NCc1ccc(OC(F)(F)F)cc1)c1cccc2c1C(=O)c1ccc(N3CCCCC3)cc1S2(=O)=O	-7	0.4	9	0	2	-5	-7	-12	4	-13	6
COc1cccc(NC(=S)N2CCC(c3ccc(C)cc3)C2)c1 (configuration not stated)	-35	1.0	-2	0	-13	-11	-53	-10	-23	-38	2
O=C1C=C(c2cccs2)CC(c2cccs2)C1n1cnc([N+](=O)[O-])c1 (configuration not stated)	-2	-0.9	1	3	6	-5	-18	5	9	9	-3
CC1CC(C)(C)N(C(=O)CN2C(=O)c3ccccc3C2=O)c2ccccc21 (configuration not stated)	16	-1.1	12	7	-6	0	-7	16	11	13	9
CCOC(=O)N1CCN(Cc2nc3cc(NC(=O)CC(C)C)ccc3n2C)CC1	0	-0.8	10	-8	2	5	7	2	6	-7	7
COc1ccccc1-n1c(=O)c(C#N)c(-c2ccc([N+](=O)[O-])cc2)c2cc(C(=O)c3cc(F)ccc3O)cnc21	-11	-1.9	2	-4	-13	3	8	9	0	-13	-5
Cc1ccc(NC(=O)C2CCCN(S(=O)(=O)c3c(C)noc3C)C2)c(C)c1 (configuration not stated)	5	0.7	10	-3	4	7	-17	-2	11	4	1
Cc1ccc(S(=O)(=O)Oc2ccccc2/C=N/Nc2ccc(C(=O)O)cc2)cc1	-3	0.2	11	3	-3	-6	6	-4	-2	16	3
Nc1cc(S(=O)(=O)Nc2ccc(Br)cc2)ccc1Cl	3	4.0	13	-2	0	-1	10	-8	-7	-17	-2
CSc1ccc(C(=O)C2CCCN(Cc3ccc(N4CCNC4=O)cc3)C2)cc1 (configuration not stated)	-2	-0.6	-1	5	-3	-7	15	-38	-5	-7	5
COc1ccc(NC(=O)C2Cc3c(-c4cccc(F)c4)ccnc3O2)cn1 (configuration not stated)	7	-0.2	6	-7	·	·	3	-8	5	22	4
COc1ccc(-c2cc(=O)c3cc(OC)ccc3[nH]2)cc1	-117	-0.6	10	6	0	39	-109	-147	·	·	-3
Cc1ccc(OCC(=O)NCCNC(=O)c2cnccn2)cc1C	-15	0.8	15	4	-12	5	1	-2	0	-8	-2
CCCc1nnc(NC(=O)CN2C(=O)c3ccccc3S2(=O)=O)s1	-8	-1.3	-5	0	-1	5	2	-3	5	10	-11
Cc1ccc(CNCc2cc(Cl)ccc2O)cc1	-23	-0.7	4	5	1	-13	-4	-17	17	1	6
Cc1cc(C)cc(NC(=S)N2CCN(Cc3ccccc3)CC2)c1	9	0.5	3	0	0	-1	1	-17	2	-4	0
Cn1cc(CC(=O)NCCCN2CCCC2=O)c2ccccc21	-6	0.0	4	-1	11	-21	3	9	-8	-12	-9

The results go on:
SMILES	NCOA1 inh	MC4R ag barr	MC4R antagonist	ABHD5 PLIN5 PPI	TLR9-MyD88 block	EBV LMP1 NFkB	SRC3 inh	LRH-1 inv ag	NR2F2 inh	SRC2 inh	NOD2-RIPK2 inh
Cc1ccc(NC(=O)Nc2ncnc3nc[nH]c23)cc1	-61	-1.7	-7	-2	-3	4	-50	-50	-51	-20	-6
CSc1ccc(S(=O)(=O)NCCOc2ccccc2C)cc1	4	2.6	9	-2	3	7	0	2	14	-8	-5
COc1cccc(-c2c(C(=O)N/N=C/c3ccoc3)nnn2-c2nonc2N)c1	-2	-1.1	6	5	-8	9	5	12	-19	-6	-15
CC1CCCCC12NC(=O)N(CC(=O)OCC(=O)NCc1ccc(F)cc1)C2=O (configuration not stated)	-7	-1.1	9	0	-8	4	16	-19	-11	24	7
CN1COc2ccc3ccccc3c2C1	7	-3.0	-2	5	2	-3	2	5	7	3	-2
CC(C)OCCCN1CN(S(=O)(=O)c2ccccc2)c2nc3ccccc3nc21	-7	-2.1	0	1	-7	-8	-19	-37	0	5	0
CSCCC(NC(=O)COc1ccccc1)C(=O)OC(C)C(=O)Nc1ccccc1C (configuration not stated)	12	-0.8	19	5	2	-1	-9	9	13	0	-2
CC(=O)C1=C(C)N(Cc2ccccc2)C(=O)N[C@H]1CCc1ccccc1	0	0.8	-2	11	-5	9	14	-16	2	6	6
COC(=O)Nc1ccc2c(c1)N(C(=O)CCN(C)C)c1ccccc1CC2	4	-0.2	-3	2	2	7	-26	9	2	-25	7
COc1nn(CC(=O)N2N=C(C)CC2(O)C(F)F)cc1[N+](=O)[O-] (configuration not stated)	7	-1.5	-1	2	-3	-2	15	13	1	17	-1
N=c1n(Cc2ccccc2)c2ccccc2n1Cc1ccccc1	19	0.4	4	10	7	15	18	14	7	6	-11
COc1ccc(C2CC(c3cccs3)=NN2C(=O)CSc2nc3ccccc3o2)cc1 (configuration not stated)	2	-0.3	6	-2	-3	3	11	12	20	11	-9
Cc1ccc(Nc2n[nH]c(=S)s2)cc1	-64	-3.7	-5	-16	-5	-11	-58	-57	-30	-19	0
O=C(Nc1ccccc1)c1ccc(CSc2ncccn2)cc1	-142	-0.7	-4	-3	-6	-30	-82	-94	-21	-28	0
Cc1nc(-c2ccccn2)sc1C(=O)Nc1ccc(F)cc1F	-53	-0.9	4	1	-6	-2	-68	-96	-32	-19	-1
CNS(=O)(=O)c1cccc(C(=O)NCC(c2cccs2)N(C)C)c1 (configuration not stated)	-20	-1.6	-1	-1	-3	-3	-2	22	-4	-4	0
COC(=O)c1cn(C(=O)c2ccc(C)cc2C)c2ccccc12	-13	0.3	-26	10	8	5	5	1	1	7	7
CCCCNC(=O)CCn1nc(-c2ccc(Cl)cc2)c2ccccc2c1=O	5	-1.1	5	-4	-7	-1	15	-7	5	-18	-8
Cc1cc(C)cc(NS(=O)(=O)c2cc3[nH]c(=O)c(=O)[nH]c3cc2C)c1	6	-1.3	0	-5	-3	-9	11	22	-6	-5	1
CCc1ccc(OC2(C)CCN(Cc3ccccc3OC(F)F)C2)cc1 (configuration not stated)	4	0.5	-3	-2	·	·	-2	-9	11	-91	9
CCC(C)NC(=O)c1ccccc1NC(=O)C1COc2ccccc2O1 (configuration not stated)	8	2.5	17	4	-4	-1	-2	7	0	-10	2
COc1ccc(C(=O)N2CCSC2=S)cc1OC	6	1.1	-3	4	2	6	-1	18	2	-1	-2
Cc1sc2ncnc(N3CCC(C(=O)Nc4ccc(OC(F)F)c(Cl)c4)CC3)c2c1C	7	5.6	5	-13	-9	8	-19	9	23	12	-1
CCC(C)c1ccccc1NC(=O)c1cc(C)no1 (configuration not stated)	0	-1.6	9	1	-8	-2	-7	19	12	10	-9
O=C(CCNS(=O)(=O)c1ccccc1)NNC(=O)c1cccc(Cl)c1	-7	-1.0	14	4	1	-4	11	-3	-8	-5	-8

Further results:
SMILES	NCOA1 inh	MC4R ag barr	MC4R antagonist	ABHD5 PLIN5 PPI	TLR9-MyD88 block	EBV LMP1 NFkB	SRC3 inh	LRH-1 inv ag	NR2F2 inh	SRC2 inh	NOD2-RIPK2 inh
CCCC(c1nnnn1Cc1ccc(OC)cc1)N1CCN(c2ccccc2)CC1 (configuration not stated)	-6	2.3	18	-3	-4	3	-6	2	6	-5	0
COC(=O)c1ccc(OCC(=O)N2CCCc3ccccc32)cc1	3	-1.4	2	4	-2	-3	-20	-9	-31	1	-8
Cc1ccc(C(=O)N[C@H](C(=O)N2CCN(c3ncccn3)CC2)C(C)C)cc1	11	0.0	-1	1	2	-5	7	-14	12	-7	-9
CCOC(=O)c1ccc(NC(=S)NNC(=O)C2(C)CC2(Cl)Cl)cc1 (configuration not stated)	-30	1.0	2	-5	-1	-8	-38	-37	-2	-53	-7
COc1cc(/C=C/C(=O)OCC(=O)Nc2cccc(F)c2)ccc1O	-6	0.7	0	-4	-8	-8	-2	-6	10	16	-4
COc1cccc(CNc2ccc3c(c2)ncn3C)c1OC	-16	-1.4	6	-2	6	-2	-38	-26	-12	-10	7
Cc1cc(C)nc(NS(=O)(=O)c2ccc(NC(=O)CCN3C(=O)c4ccccc4C3=O)cc2)n1	-11	-0.9	-1	2	-4	-1	10	-1	-13	-13	3
C/C=C/c1ccc(OCCSc2nc(C)cc(=O)[nH]2)c(OC)c1	-17	-0.1	5	2	-1	-6	-8	-1	-2	-50	11
O=C(COC(=O)CCCN=C1NS(=O)(=O)c2ccccc21)NNC(=O)c1ccccc1	-35	-1.1	2	8	4	2	15	-23	7	-14	-5

Single entries from the results shown:
SRC3 inh result of Cc1cc(C)nc(NS(=O)(=O)c2ccc(NC(=O)CCN3C(=O)c4ccccc4C3=O)cc2)n1 : 10
SRC3 inh result of C/C=C/c1ccc(OCCSc2nc(C)cc(=O)[nH]2)c(OC)c1 : -8

Source: PubChem (several laboratories)
